Pol kappa inh = blocks human DNA polymerase kappa activity | Q9UBT6 | purified Pol kappa, fluorescent DNA synthesis assay, 10 min | Potency, µM (highest dose often 107 µM), for inactives: at the top dose activity, negative = inhibition, hits mostly inhibitors | 0.53% of 400,000 active | AID 588579; note: potency is the fitted concentration of half-maximal effect; % is set by controls: 0 for no effect and ±100 for the full control effect
Target sequence (Q9UBT6 whole entry, looked up): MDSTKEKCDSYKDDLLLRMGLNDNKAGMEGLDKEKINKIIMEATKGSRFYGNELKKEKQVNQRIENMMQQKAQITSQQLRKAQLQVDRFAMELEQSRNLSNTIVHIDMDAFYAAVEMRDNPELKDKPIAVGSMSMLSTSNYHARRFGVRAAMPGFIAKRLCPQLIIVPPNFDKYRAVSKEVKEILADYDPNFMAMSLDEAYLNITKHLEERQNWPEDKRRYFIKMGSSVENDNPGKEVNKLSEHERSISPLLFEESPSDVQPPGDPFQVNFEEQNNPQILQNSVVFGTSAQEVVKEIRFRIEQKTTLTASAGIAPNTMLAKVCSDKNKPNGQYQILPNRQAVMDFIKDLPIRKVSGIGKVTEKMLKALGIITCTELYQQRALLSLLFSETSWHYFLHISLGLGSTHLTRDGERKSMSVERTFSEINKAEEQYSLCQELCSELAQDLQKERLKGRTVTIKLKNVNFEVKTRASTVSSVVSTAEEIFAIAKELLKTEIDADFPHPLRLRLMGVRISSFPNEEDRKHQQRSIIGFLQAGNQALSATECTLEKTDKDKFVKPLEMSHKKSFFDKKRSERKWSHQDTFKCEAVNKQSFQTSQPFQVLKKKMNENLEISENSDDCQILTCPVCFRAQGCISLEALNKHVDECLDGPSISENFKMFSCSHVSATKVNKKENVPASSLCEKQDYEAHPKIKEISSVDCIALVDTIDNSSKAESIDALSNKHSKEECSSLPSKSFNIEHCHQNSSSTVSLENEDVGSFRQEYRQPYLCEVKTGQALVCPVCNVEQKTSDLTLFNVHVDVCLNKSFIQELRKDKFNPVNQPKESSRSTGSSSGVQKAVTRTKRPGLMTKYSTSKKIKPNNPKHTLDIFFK
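Activity was followed as the change in fluorescence between reads at 0 and 10 min after starting the reaction with 50 nM substrate. Beforehand, 10 nM polymerase had been preincubated with compound for 15 min at room temperature.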
RGS4 inh = human RGS4 inhibition | Transcreener GDP fluorescence polarization, RGS4-accelerated GTP hydrolysis | P49798 | Potency, µM (doses to about 114 µM), for the others: at the highest dose activity change, negative = inhibition, usual class: inhibitors | 0.039% of 390,000 active; note: potency is the fitted concentration of half-maximal effect; % is set by controls: 0 for no effect and ±100 for the full control effect; nearly all actives have a fitted effect of over 75% in size; some results filed as inactive show a strong effect at the top dose
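MLSMR compounds (23 nl, pin-transferred) preincubated 10 min at room temperature with a 500nM (2x) first reagent, then RGS4 at 900nM (2x) plus Transcreener GDP mix added; fluorescence polarization (620/688 nm) read before and after 90 min at 30 °C.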
APEX1 inh = APE1 (human) endonuclease inhibition. P27695. recombinant APE1, TAMRA/BHQ-2 abasic DNA cleavage fluorescence. Potency, µM (top dose mostly 65.8 µM), for the others: at the highest dose activity change, negative = inhibition, most hits filed as inhibitors. 0.35% of 350,000 active. AID 2517;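 note: potency is the fitted concentration of half-maximal effect; plate controls were vehicle for no effect and reference inhibitor for full effect; nearly all actives have a fitted effect of over 55% in size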
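Readout is kinetic fluorescence (ex 525, em 598 nm) from cleavage of 50 nM TAMRA/BHQ-2 THF abasic duplex by 0.75 nM APE1, compound added 15 min beforehand at RT.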
LDHA inh = inhibitors of human lactate dehydrogenase A | purified LDHA, NADH/diaphorase-resazurin fluorescence; stronger effect = lower value | activity change, % (values are at about 110 or 230 µM) | 0.15% of 480,000 active; in the data active = activity change below about -30%; inconclusive = mostly about -25% to -30%;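 note: plate controls were DMSO wells for no effect and wells without enzyme for full effect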
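Human LDH5 (2 nM) was incubated with 0.06 mM NADH and 0.2 mM pyruvate for 5 min at room temperature in Tris pH 7.4. Remaining NADH was coupled through diaphorase/resazurin, and resorufin fluorescence was read at 0 and 20 min.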
ERG-DNA inh = inhibitors of human ERG Ets domain-DNA interaction. Potency, µM (highest dose often 76.9 µM), for inactives: at the highest dose FP activity, negative = inhibition, usual class: inhibitors. 0.028% of 370,000 active. P11308. fluorescence polarization, His-ERG Ets domain / labelled DNA; active = well fitted inhibition curve with a large enough effect in the polarisation, with a control signal flat; inconclusive = small, poorly fitted or top-dose-only effect, or effect the other way, or a change in a side signal; inactive = no such curve, though single readings can be large or run the other way; the % refers to the polarisation;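 note: polarization taken with two DNA probes labelled with fluorescein and Texas red; potency is the fitted concentration of half-maximal effect; % of control where 0% means no effect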
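His-tagged ERG Ets domain (1 uM in the protein solution; 300mM KCl, 50mM Tris-HCl, 1mM EDTA, 1mM DTT, pH 7.5) received compound, then a probe mix of 5 nM fluorescein-DNA and 100nM Texas-615-DNA. Fluorescence polarization was read for both dyes.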
POLH inh = blocks human DNA polymerase eta activity; recombinant Pol eta, fluorescent DNA replication assay; AID 588591; Potency, µM (top dose mostly 114 µM), for inactives: top-dose activity change, negative = inhibition, most hits filed as inhibitors; 1.2% of 390,000 active; note: potency is the fitted concentration of half-maximal effect; % is set by controls: 0 for no effect and ±100 for the full control effect
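Fluorescent replication assay: 50 nM final substrate added after a 15 min room-temperature compound preincubation with 10 nM enzyme. Signal taken at 0 min and again at 10 min.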
Apoferritin bind = binds horse apoferritin like a general anesthetic. AID 485281. apoferritin/1-aminoanthracene competitive binding, fluorescence. Potency, µM (series often up to 77.5 µM), for the others: top-dose activity change, negative = displacement, actives largely listed as inhibitors. 0.074% of 350,000 active. P02791; note: potency is the fitted concentration of half-maximal effect; % is set by controls: 0 for no effect and ±100 for the full control effect; nearly all actives have a fitted effect of over 20% in size
Target sequence (P02791 2-175 limits assumed): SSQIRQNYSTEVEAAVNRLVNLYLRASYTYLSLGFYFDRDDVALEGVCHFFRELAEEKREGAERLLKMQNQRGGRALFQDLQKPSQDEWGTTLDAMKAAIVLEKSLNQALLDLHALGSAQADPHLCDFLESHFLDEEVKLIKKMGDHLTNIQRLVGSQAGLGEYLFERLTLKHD
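Concentration-response curves derived by four-parameter Hill fitting of normalized fluorescence, where compounds displaced 1-AMA from 10 uM horse apoferritin following a brief 10 min room-temperature incubation; propofol titration acted as positive control.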
Pol beta inh = DNA polymerase beta (human) inhibition. Pol beta primer extension/strand displacement, fluorescence kinetic. Potency, µM (highest dose often 114 µM), without a hit: top-dose activity change, negative = inhibition, hits mostly inhibitors. 1.3% of 340,000 active. AID 485314; note: potency is the fitted concentration of half-maximal effect; % is set by controls: 0 for no effect and ±100 for the full control effect
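Pol beta (10 nM) and compounds were preincubated 15 min at room temperature, then 50 nM substrate (final) started primer extension/strand displacement. Reads were taken at 0 and 10 min; concentration-response data were fitted to a four-parameter Hill equation.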
12-LOX inh = inhibitors of human 12S-lipoxygenase ALOX12. purified 12hLO, xylenol orange hydroperoxide absorbance. Potency, µM (top dose mostly 108 µM), for the others: at the highest dose activity change, negative = inhibition, most hits filed as inhibitors. P18054. 1.1% of 580,000 active; note: potency is the fitted concentration of half-maximal effect; % is set by controls: 0 for no effect and ±100 for the full control effect
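Purified human 12hLO at 150 nM in 25 mM Hepes, 0.01% Triton X-100, pH 7.0, preincubated 15 min at room temperature with compound. Reaction started with 40 uM arachidonic acid, 30 min at room temperature. Hydroperoxide measured by Fe-xylenol orange, 573/405 nm absorbance ratio.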
* = called active by the depositor; ? = inconclusive; . = not tested or not shown; & = joins results of further samples; [ ] = another dose, or the depositor's remark. Unless noted, calls come from the whole dose curve; as a rule, active = well fitted curve in the direction sought with a large enough effect; inconclusive = small, poorly fitted or top-dose-only effect, or another doubt; inactive = no such curve, though single readings can be large; an effect the other way counts as inactive or inconclusive.

Order of values – Pol kappa inh	RGS4 inh	APEX1 inh	LDHA inh	ERG-DNA inh	POLH inh	Apoferritin bind	Pol beta inh	12-LOX inh
O=C(COCc1cc(-c2ccc3c(c2)OCO3)on1)Nc1cc(C(F)(F)F)ccc1Cl
    -3%	10%	.	5	1%	-23%	-9%	3%	-24%
CC(C)CCSc1nnc(Cn2c(=O)sc3ccccc32)n1C
    -6%	2%	-4%	-9	10%	1%	-3%	10%	264%[activator]
COc1ccc(-c2cc(C(C)=O)c(C)n2CCC(=O)Nc2cc(Cl)ccc2C)cc1
    -15%[60.1 µM]	2%	.	0	-3%	-9%	5%	-4%	-17%
CC1CCc2onc(C(=O)N3CCN(c4cccc(C(F)(F)F)c4)CC3)c2C1 (centres undefined)
    -9%	27%	.	-2	-3%	-15%	51%[activator]	-1%	-8%
O=C(c1cc(-c2ccccc2)nc2ccccc12)N1CCN(C2CCS(=O)(=O)C2)CC1 (centres undefined)
    -34%	10%	32%	-1	10%	1%	.	.	5%
CCN(CC(=O)Nc1ccccc1C(F)(F)F)C(=O)/C=C/c1ccc(Cl)c([N+](=O)[O-])c1
    -19%	-27%	-6%	-7	-2%	-6%	.	.	?
CCS(=O)(=O)c1ccc(O)c(NC(=O)COc2ccccc2)c1
    -4%	3%	-3%	3	0%	?	-6%	?	-2%
COc1ccc(NC(=O)N(Cc2cc3cc(OC)c(OC)cc3[nH]c2=O)CC2CCCO2)cc1 (centres undefined)
    -11%	17%	3%	5	2%	-9%	-13%	-6%	3%
Cc1ccc(C)c(OCCCC(=O)NC2CCCCC2)c1
    2%	-35%	26%	1	13%	-23%	-7%	-3%	5%
Cc1cc(C)n(CCc2nc(-c3cccs3)cs2)n1
    -19%	-16%	2%	-1	2%	-6%	-11%	4%	?
O=[N+]([O-])c1ccc(CP(=O)(c2ccccc2)c2ccccc2)cc1
    -14%	-1%	15%	-5	-8%	-5%	3%	9%	-18%
COc1ccc(-c2cc(C(F)(F)F)c(C#N)c(SCC(=O)O)n2)cc1
    2%	-9%	3%	-3	2%	-20%	1%	28%	-1%
COc1ccc(C(=O)Nc2ccccc2C(=O)NCCN2CCOCC2)cc1
    -1%	14%	3%	-3	.	0%	0%	3%	-2%
O=C(c1ccc2c(Cl)c3c(nc2c1)CCCC3)N1CCN(c2ccccc2)CC1
    -16%	3%	.	-4	-6%	-11%	0%	0%	-13%
COc1ccc(N=C2CCS(=O)(=O)c3sccc32)cc1
    -3%	-4%	5%	1	6%	?	-6%	8%	-2%

Profiles from above. Values in the order: Pol kappa inh	RGS4 inh	APEX1 inh	LDHA inh	ERG-DNA inh	POLH inh	Apoferritin bind	Pol beta inh	12-LOX inh
COc1ccc(-c2cc(C(F)(F)F)c(C#N)c(SCC(=O)O)n2)cc1 as listed: 2%	-9%	3%	-3	2%	-20%	1%	28%	-1%
COc1ccc(N=C2CCS(=O)(=O)c3sccc32)cc1 as listed: -3%	-4%	5%	1	6%	?	-6%	8%	-2%
CC1CCc2onc(C(=O)N3CCN(c4cccc(C(F)(F)F)c4)CC3)c2C1 (centres undefined) as listed: -9%	27%	.	-2	-3%	-15%	51%[activator]	-1%	-8%
COc1ccc(-c2cc(C(C)=O)c(C)n2CCC(=O)Nc2cc(Cl)ccc2C)cc1 as listed: -15%[60.1 µM]	2%	.	0	-3%	-9%	5%	-4%	-17%
O=C(c1ccc2c(Cl)c3c(nc2c1)CCCC3)N1CCN(c2ccccc2)CC1 as listed: -16%	3%	.	-4	-6%	-11%	0%	0%	-13%

Continuation.
Order of values – Pol kappa inh	RGS4 inh	APEX1 inh	LDHA inh	ERG-DNA inh	POLH inh	Apoferritin bind	Pol beta inh	12-LOX inh
O=C(O)CC1(CC(=O)NCc2ccc(-c3cccs3)cc2)CCCCC1
    2%	-12%	4%	-3	-2%	-16%	9%	5%	-19%
OC(COc1ccc(C2C=CCC2)cc1)CN1CCCCC1 (centres undefined)
    2%	-13%	1%	-14	-15%	6%	?	36%	-12%
CCC1(C(=O)O)NC(c2cccc(OC)c2O)C2C(=O)N(c3ccccc3)C(=O)C21 (centres undefined)
    -8%	-8%	-5%	4	-7%	-5%	-2%	36%	7%
COC(=O)Cn1c(CN2CCc3ccccc3C2)nc2c1c(=O)n(C)c(=O)n2C
    2%	-13%	3%	8	7%	-4%	-7%	17%	0%
COC(=O)c1nnn(-c2cccc(Cl)c2)c1C(=O)OC
    -1%	-19%	1%	-11	11%	-15%	1%	-11%	-12%
COC(=O)CSc1nc2ncccc2[nH]1
    -4%	0%	16%	-3	-4%	-13%	-9%	7%	-23%
Cc1ccc(C(=O)NC(NC(=S)Nc2ccc(S(N)(=O)=O)cc2)C(Cl)(Cl)Cl)cc1 (centres undefined)
    -6%	-34%	?	-34*	-6%	-16%	-9%	0%	?
Cc1ccc(-c2nc3c(c(=O)[nH]c(=O)n3Cc3ccccc3)n2C)o1
    ?	?	22µM*	0	12%	11µM*	-19%	10µM*	-24%
Cc1cccc(C(=O)NCCCn2ccnc2)c1C
    -4%	0%	80%[activator]	-9	13%	-18%	2%	0%	.
CC1(C)OC(=O)C(=CNc2ccc(F)cc2)C(=O)O1
    4%	11%	-2%	-11	-5%	-1%	-12%	-20%	-11%
Cc1ccc2oc(C(=O)Nc3ccc(S(=O)(=O)Nc4ncccn4)cc3)cc(=O)c2c1
    15%	-16%	.	-4	4%	-21%	0%	10%	-15%
O=C(Nc1cccnc1)c1cccc(-c2cc3ccccc3oc2=O)c1
    -7%	1%	-7%	-7	0%	-12%	0%	?	-14%
COc1ccc(Cl)cc1C(=O)Nc1ccc2nc3n(c(=O)c2c1)CCCC3
    -6%	5%	5%	-5	-7%	-5%	7%	42%	0%
COC(=O)C1CCN(C(=O)c2cc3ccccc3oc2=O)CC1
    -5%	0%	15%	-8	-7%	-2%	0%	47%	-12%
COc1cc(C(=O)OCc2cc(=O)n3ccsc3n2)ccc1OC(C)C
    -17%	-31%	15%	-3	-6%	0%	.	.	-24%

SMILES	Pol kappa inh	RGS4 inh	APEX1 inh	LDHA inh	ERG-DNA inh	POLH inh	Apoferritin bind	Pol beta inh	12-LOX inh
COc1ccc(Cn2c(=S)[nH]c3ccccc32)cc1	-4%	-30%	-4%	-2	-2%	-11%	8%	-23%	45µM*
N/C(=N\c1nc(CSc2ccc(Cl)cc2)cc(=O)[nH]1)Nc1cccc2ccccc12	5%	-15%	3%	-2	.	-15%	-1%	0%	6%[57.4 µM]
Cc1ccc(-c2cccc(OC(=O)c3ccccc3F)c2)cc1	11%	-4%	7%	0	1%	-10%	-13%	23%	0%
CCc1ccc(CNC(=O)CCn2ccc3cc(S(=O)(=O)N4CCCC4)ccc32)cc1	1%	-16%[56.9 µM]	-19%	0	12%	-19%	2%	-1%	-15%
S=c1[nH]nc(-c2ccncc2)n1/N=C/C=C/c1ccco1	-89%	?	?	0	1%	28µM*	-14%	20µM*	?
O=C(COc1ccc2ccc(=O)oc2c1)Nc1ccc2c(c1)OCCO2	-10%	-35%	7%	-13	-3%	2%	0%	?	?
CCOC(=O)c1cc(CC)sc1NC(=O)CN1CCN(C(=O)c2ccco2)CC1	?	?	21%	3	18%	?	?	1%	-5%
CC(=O)Nc1ccc(S(=O)(=O)N2CCC(NC(=O)c3ccco3)CC2)cc1	1%	17%	-1%	0	4%	1%	1%	-13%	1%
COc1cccc(N2[C@@H](CC(C)=O)c3cc(C(F)(F)F)ccc3S2(=O)=O)c1	-4%&-13%	11%	.	-2	-12%	-12%	.	.	-1%
Cc1ccc(CN2CCN(/N=C/C(Br)=C\c3ccccc3)CC2)cc1	-15%	-19%	-3%	-2	-2%	-8%	4%	?	?
COc1ccc(S(=O)(=O)Nc2ccccn2)cc1OC	-10%	32%	-1%	-5	.	2%	8%	-1%	-21%
COc1ccc(/C=C/C(=O)c2cc(F)ccc2OC(=O)c2ccccc2C)cc1OC	-7%	-7%	-12%	0	0%	-19%	-12%	18%	-13%

SMILES	Pol kappa inh	RGS4 inh	APEX1 inh	LDHA inh	ERG-DNA inh	POLH inh	Apoferritin bind	Pol beta inh	12-LOX inh
CSc1ccccc1NC(=O)CCS(=O)(=O)c1nc(-c2ccc3c(c2)OCO3)cc(C(F)(F)F)n1	-11%	-27%	.	-1	1%	-10%	43%[activator]	19%	-1%
O=C(Nc1ccc(Cl)c(C(F)(F)F)c1)c1cc2nc(-c3ccc4c(c3)OCO4)cc(C(F)(F)F)n2n1	0%	-3%	.	-2	5%	-15%	62%[activator]	-11%	-24%
CC(NC(=O)C1C(=O)N(CCO)C2(C)CC1c1ccccc1O2)c1ccccc1 (centres undefined)	1%	-14%	-10%	-6	-1%	-2%	-9%	1%	0%
COc1ccccc1NS(=O)(=O)c1cccc(C(=O)NN=C2CCCC2)c1	6%	5%	19%	-3	0%	-11%	-8%	18%	5%
Cc1ccc(S(=O)(=O)N(C)C)cc1NC(=O)COC(=O)Cc1n[nH]c(=O)c2ccccc12	-9%	-8%	12%	0	-13%	-5%	-9%	-2%	-1%

An excerpt (hit frequency here may not be typical).
